# Screening data: PubChem, National Center for Advancing Translational Sciences (NCATS)
# EPAC1 antag: EPAC1 (human) antagonism; O95398; EPAC1 GEF assay, Rap1b-BODIPY-GDP exchange fluorescence; Potency, µM (doses to about 115 µM), for the others: at the highest dose activity change, negative = inhibition, usual class: inhibitors; hit rate 0.14% among 360,000; AID 720709;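 also: potency is read from the fitted curve at half-maximal effect; plate controls were vehicle for no effect and positive control for full effect; nearly all actives have a fitted effect of over 50% in size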
# Target sequence (O95398 whole entry, looked up): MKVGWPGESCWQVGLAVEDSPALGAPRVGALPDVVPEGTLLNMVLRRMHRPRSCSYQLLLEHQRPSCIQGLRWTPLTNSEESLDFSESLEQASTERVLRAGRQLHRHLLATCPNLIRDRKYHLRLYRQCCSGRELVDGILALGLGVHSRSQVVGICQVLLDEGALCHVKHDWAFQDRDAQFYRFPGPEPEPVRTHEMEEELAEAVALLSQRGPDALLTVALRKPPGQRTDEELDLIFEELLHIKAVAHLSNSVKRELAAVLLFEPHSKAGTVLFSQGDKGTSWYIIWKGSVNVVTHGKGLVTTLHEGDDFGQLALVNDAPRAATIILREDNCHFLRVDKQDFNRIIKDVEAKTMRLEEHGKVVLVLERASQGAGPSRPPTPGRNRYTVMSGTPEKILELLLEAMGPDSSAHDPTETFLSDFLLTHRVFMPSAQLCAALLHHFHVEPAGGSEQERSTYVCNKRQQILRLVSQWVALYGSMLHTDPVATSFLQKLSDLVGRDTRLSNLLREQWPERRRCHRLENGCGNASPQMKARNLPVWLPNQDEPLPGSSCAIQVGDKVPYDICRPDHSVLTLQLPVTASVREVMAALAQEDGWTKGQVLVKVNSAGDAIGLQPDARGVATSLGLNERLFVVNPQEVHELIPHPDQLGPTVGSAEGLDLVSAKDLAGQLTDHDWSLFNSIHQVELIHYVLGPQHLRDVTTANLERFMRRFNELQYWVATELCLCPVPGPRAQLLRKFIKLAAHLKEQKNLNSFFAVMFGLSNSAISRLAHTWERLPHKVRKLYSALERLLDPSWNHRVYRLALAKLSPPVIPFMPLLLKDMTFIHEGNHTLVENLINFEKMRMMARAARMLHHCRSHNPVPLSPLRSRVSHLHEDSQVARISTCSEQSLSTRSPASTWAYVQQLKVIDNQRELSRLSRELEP
# EPAC1 ag: EPAC1 (human) agonism. Potency, µM (doses to about 154 µM), inactives show at the highest dose activation, usual class: activators. O95398. EPAC1 agonist qHTS, biochemical assay; response scale: 100% = response to 6.5 mM cAMP. hit rate 0.073% among 360,000; also: potency is read from the fitted curve at half-maximal effect; nearly all actives have a fitted effect of over 60% in size
#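 Nucleotide exchange by EPAC1 (100 nM) on Rap1B–BODIPY-GDP (250 nM) in the presence of 50 uM GDP is tracked fluorescently at 480/540 nm over 30 min. Signals are normalized to a 6.5 mM cAMP control.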
# WRN inhibitor: inhibitors of human WRN helicase. Q14191. WRN helicase unwinding, fluorescent forked duplex, kinetic. Potency, µM (highest dose often 114 µM), for inactives: top-dose activity change, negative = inhibition, actives largely listed as inhibitors. hit rate 0.46% among 360,000. AID 651768; also: potency is read from the fitted curve at half-maximal effect; % is scaled to controls: 0 for no effect and ±100 for the full control effect; nearly all actives have a fitted effect of over 55% in size
#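 Fluorescence dequenching readout, ex 525 nm/em 598 nm, kinetic mode: forked duplex DNA (100 nM final) with adjacent fluorophore and quencher unwound by WRN (20 nM final) with 2 mM ATP. Compound preincubation 15 min, room temperature.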
# Abeta rescue: A-beta toxicity reversal in yeast; hit rate 0.063% among 410,000; Potency, µM (series often up to 46.1 µM), inactives show at the top dose growth rescue, actives largely listed as activators; yeast expressing A-beta42, growth rescue, OD600, 48 h; response scale: 0% DMSO, 100% iron-clioquinol control; also: potency is read from the fitted curve at half-maximal effect; nearly all actives have a fitted effect of over 55% in size
#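 Yeast growth medium received pinned compounds, then yeast cells expressing toxic A-beta were added; plates incubated at 30 C for 48 hr. Growth read as absorbance at 600 nm, normalized to DMSO and equimolar FeCl3 plus clioquinol controls.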
# FUS suppressor: suppressors of FUS proteinopathy in yeast; AID 1347120; hit rate 0.24% among 390,000; Potency, µM (titrated, usually from 76.6 µM), inactives show top-dose growth rescue (activation), hits mostly activators; S. cerevisiae FUS-expressing, growth rescue, OD600, 24 h;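 also: potency is read from the fitted curve at half-maximal effect; plate controls were DMSO vehicle for no effect and reference control for full effect; nearly all actives have a fitted effect of over 55% in size; some results filed as inactive show a strong effect at the top dose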
#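 S. cerevisiae expressing FUS from galactose induction served as the toxicity model. Growth after 24hr at 30C, read as absorbance at 600 nm, indicates suppression of toxicity; compounds dosed at several concentrations.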
# aSyn rescue: rescues yeast growth from alpha-synuclein toxicity | AID 652106 | Yeast expressing alpha-synuclein, growth rescue, BacTiter-Glo, 24 h | Potency, µM (series often up to 46.1 µM), without a hit: top-dose growth rescue (activation), hits mostly activators | hit rate 0.14% among 370,000; also: potency is read from the fitted curve at half-maximal effect; % of control where 0% means no effect; nearly all actives have a fitted effect of over 65% in size
#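 Galactose-induced alpha-syn yeast (OD600=0.02, raffinose-pregrown) + pinned cpd, 24 hr, 30 deg C; growth by BacTiter-Glo luminescence. Growth restoration scores as activation.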
# IL-2 act: activates IL-2 in a cell-based reporter assay; IL-2 activation reporter assay, cell-based qHTS; stimulated with anti-CD3/CD4/CD28 beads; in transgenic mouse T cells; AID 652025; activation, % (series mostly up to about 46 µM); hit rate 0.065% among 360,000; in the data active = activation above about 50%; inconclusive = mostly about 30% to 49%; also: 0% is about no effect
#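 Unstimulated transgenic mouse T cells, 750 per well, received compound and, after 60 minutes, anti-CD3/anti-CD4 bead plus anti-CD28 stimulation. EGFP and DsRed were quantified after 18 hours.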
# PI5P4Ka inh: blocks human PI5P4K alpha kinase activity; PI5P4Kalpha enzyme, ADP-Glo luminescence, 60 min; active compounds read low; hit rate 1.2% among 330,000; max response, %; AID 652105; active = max response of -50% or lower; inconclusive = between -30% and -50%; inactive = -30% or higher; also: value at the top dose of about 77 µM; % is scaled to controls: 0 for no effect and ±100 for the full control effect
#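 Human PI5P4Kalpha with substrate in 0.038 M HEPES pH 7.4, 0.28 mM EGTA, 0.1% CHAPS, 5% DMSO; reaction started with 5 microM ATP (final), 60 min at room temperature. ADP formed read by ADP-Glo luminescence.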
# PLK1 PBD block: PLK1 (human) polo-box domain binding inhibition | hit rate 2.8% among 360,000 | Plk1 PBD binding of FITC phosphopeptide, fluorescence polarization | Potency, µM, for the others: max response, negative = inhibition, most hits filed as inhibitors | P53350; also: potency is read from the fitted curve at half-maximal effect; series mostly up to about 57 µM; % is scaled to controls: 0 for no effect and ±100 for the full control effect; nearly all actives have a fitted effect of over 65% in size
# An asterisk follows results filed as active; ? = inconclusive; nt = no result given; [ ] = remark or other dose. Unless noted, calls follow the shape of the dose curve; as a rule, active = well fitted curve in the direction sought with a large enough effect; inconclusive = small, poorly fitted or top-dose-only effect, or another doubt; inactive = no such curve, though single readings can be large; an effect the other way counts as inactive or inconclusive.
SMILES,EPAC1 antag,EPAC1 ag,WRN inhibitor,Abeta rescue,FUS suppressor,aSyn rescue,IL-2 act,PI5P4Ka inh,PLK1 PBD block
OCc1ccccc1-c1cnc2sc(NCc3ccc(F)cc3)nn12,1.3%,-17.2%,6.4%,?,26.9%,23.0%,-0.7,-1.3,4.2%
O=C(CCCn1nnnc1CN1CCOCC1)N1CCC(c2ccc(F)cc2)C1 (configuration not stated),-0.8%,-9.0%,?,10.2%,nt,-0.3%,1.3,2.6,-3.2%
COc1ccc(CCN2C(=O)C3C4CC(C5C(C(N)=O)=NOC45)C3C2=O)cc1OC (configuration not stated),-0.1%,-3.3%,-23.4%[57.1 µM],9.5%,-4.9%,-8.4%,1.5,3.1,-10.4%
Cc1ccc(OCC(O)Cn2c3ccccc3c3ccccc32)cc1 (configuration not stated),2.9%,20.9%,-12.1%,-90.2%[inhibitor],32.4%,-65.3%[inhibitor],-2.3,nt,0.7%
COCCN(C(=O)CSc1nnc(-c2ccc(C)c(C)c2)o1)c1c(N)n(CC(C)C)c(=O)[nH]c1=O,-2.6%,7.0%,-1.1%,3.5%,?,11.9%,1.3,5.1,-1.4%
CN1c2ccsc2C(O)=C(C(=S)Nc2ccc(F)c(Cl)c2)S1(=O)=O,-6.2%,3.0%,-19.2%,-75.4%[inhibitor],18.3%,-45.1%[inhibitor],-1.5,-28.4,?
CCOC(=O)c1c(CSc2ccccc2)n(C)c2cc(Br)c(O)c(CN(C)C)c12,-0.4%,4.5%,-6.5%,-6.3%,37.4%,-0.3%,-2.6,1.9,-8.4%
COc1ccc(S(=O)(=O)N2CCCC2CNC(=O)C(=O)Nc2cccc(F)c2)cc1 (configuration not stated),-7.9%,9.6%,-1.5%,-1.8%,nt,-6.5%,0.5,0.2,-8.2%
COc1ccc2ccccc2c1/C=N/NC(=O)c1cc(C)[nH]n1,-12.0%,-4.9%,-6.4%,1.1%,?,2.8%,3.1,-0.8,1.7%
COc1ccc(CCNC(=O)[C@@H](NC(=O)c2ccccc2F)C(C)C)cc1OC,2.1%,-8.9%,5.6%,12.0%,18.6%,3.2%,1.1,4.5,3.5%
CN(C)CC1CCCCC1OC(=O)c1ccc(Cl)cc1 (configuration not stated),2.9%,3.6%,7.5%,-5.7%,nt,-0.3%,1.0,7.6,-8.4%
O=C(NCc1ccc(F)cc1)C1CCCN1C(=O)Nc1ccc(Cl)cc1 (configuration not stated),10.5%,-4.9%,1.5%,-12.1%,-22.9%,5.4%,0.5,-0.1,-27.3%
CCn1cc(CN2CCC(C(=O)Nc3cccc(-c4cccc(OC)c4)c3)CC2)cn1,-1.2%,-15.2%,-1.2%,-9.6%,10.3%,-2.8%,0.4,2.0,-1.9%
O=C(Nc1ccc2c(c1)C(=O)NC2=O)c1ccc(Cl)s1,-10.7%,-1.4%,-5.5%,0.0%,-13.6%,-0.3%,-2.5,-12.2,-14.1%
COc1ccccc1CN(C(=O)Cc1cccs1)C(C(=O)NC1CCCC1)c1ccncc1 (configuration not stated),-20.7%,5.7%,-19.4%,-9.0%,?,-9.0%,-0.5,nt,-9.7%
O=C(COC(=O)CCCSc1nc2ccccc2[nH]1)Nc1cccc(F)c1,-28.7%,4.6%,1.0%,-4.1%,8.7%,7.0%,-1.4,0.8,-11.6%
CCOC(=O)c1sc2nc(C)nc(N3CCN(S(=O)(=O)c4ccccc4)CC3)c2c1C,3.7%,19.9%,-25.2%,12.3%,4.7%,-0.6%,0.3,-9.1,23.8µM*
CC(C)Oc1ccc(CCc2nnc(SCC(=O)O)n2-c2ccccc2)cc1,13.9%,-4.6%,3.0%,0.8%,7.4%,7.5%,-0.5,-4.1,3.7%
O=c1nc(N2CCOCC2)nc(N/N=C/c2ccc3c(c2)OCO3)[nH]1,13.8%,1.2%,-2.6%,-8.7%,30.0%,-5.6%,3.2,-0.3,-12.9%
COc1ccc(OC)c(S(=O)(=O)NNC(=S)Nc2ccc3c(c2)OCO3)c1,-23.3%,-16.2%,-33.0%,-0.5%,19.1%,-5.0%,-0.3,1.7,-25.8%
CC(NC(=O)c1cc(S(=O)(=O)N2CCOCC2)ccc1N1CCCC1)c1ccc(Cl)c(Cl)c1 (configuration not stated),7.4%,56.2µM*,-4.0%,11.2%,3.8%,0.7%,-0.7,0.1,1.6%
COc1ccc(Cl)cc1NC(=O)CN(C)C(=O)c1cccc(-n2cnnn2)c1,-9.9%,10.3%,-4.0%,-7.0%,-10.3%,-8.2%,-0.6,9.0,-20.0%
COc1cccc(N2CCN(S(=O)(=O)c3cccc4nsnc34)CC2)c1,0.9%,-4.5%,-22.1%,4.5%,nt,-3.5%,-3.4,-8.0,-6.4%
COc1cccc(/C=N/NC(=O)CCC(=O)Nc2ccc(Br)cc2)c1,0.4%,-7.5%,-3.2%,-3.6%,-21.1%,-2.3%,2.0,-8.2,-9.0%
O=C1c2cccc3cc([N+](=O)[O-])cc(c23)C(=O)N1CCN1CCCC1,7.4%,3.4%,3.4%[11.6 µM],-6.5%,46.3%,-5.3%,-0.7,1.2,-12.3%
Cc1cc(C)c2c(N)c(C(=O)Nc3c(C)n(C)n(-c4ccccc4)c3=O)sc2n1,8.5%,-1.6%,-8.2%,-2.7%,23.1%,10.6%,-5.2,0.4,-8.1%
O=C(O)c1cc(N2C(=O)C3C4C=CC(C4)C3C2=O)ccc1NCc1cccnc1 (configuration not stated),-7.9%,15.8%,-3.6%,-21.8%,18.0%,6.5%,2.2,6.4,-0.6%
CN(C)c1cccc(C(=O)OCC(=O)NCc2ccco2)c1,10.3%,-2.8%,-1.9%,-10.3%,21.7%,1.8%,-2.8,0.1,2.8%
CCN1/C(=N\N)c2cccc3cccc1c23,-1.7%,-10.0%,35.7%[activator],-38.6%[inhibitor],-33.6%,-6.6%,0.1,0.8,-9.4%
COc1cccc(C(=O)N2CCn3c2nc2ccccc23)c1,14.0%,6.2%,6.6%,-9.7%,3.1%,6.5%,-2.3,-2.4,-7.6%
CCn1c(-c2cc(-c3ccc(C)cc3)nc3ccccc23)n[nH]c1=S,-2.6%,1.2%,-9.4%,?,26.6%,3.7%,-1.7,-6.8,-20.7%
CCCCc1c(O)nc(SCC(=O)c2ccccc2)n(-c2ccccc2OC)c1=O,1.5%,2.0%,-21.9%,6.6%,35.5%,14.5%,-3.2,23.9,-0.8%
CNCCCOc1ccc2c(c1)CCC2,-20.6%,2.5%,-7.1%,-5.8%,-8.0%,0.5%,0.7,-1.1,-9.3%
CSc1ccccc1OCc1cc(C(=O)NC(C)Cn2cncn2)no1 (configuration not stated),-1.2%,-9.5%,-2.2%,0.8%,1.8%,4.5%,-2.3,1.6,-5.1%
Cc1cn(C2CC(O)C(CO)O2)c(=O)n(Cc2ccccc2)c1=O (configuration not stated),1.9%,-2.7%,-0.3%,1.8%,nt,1.0%,0.1,0.0,0.4%
Cc1nnsc1-c1c(C(=O)N2CCOCC2)c(C)nn1-c1ccccc1,-8.6%,0.7%,10.1%,-2.2%,8.6%,-4.2%,-3.0,-3.1,-10.1%
O=C(CSc1nnc(NC(=O)c2ccccc2[N+](=O)[O-])s1)NC1CCCC1,1.1%,12.7%,-12.9%,0.9%,16.1%,-5.6%,0.6,2.8,-22.5%
COc1cccc(CNS(=O)(=O)c2cc3c4c(c2)CCC(=O)N4CCC3)c1,-22.4%,7.5%,-8.9%,0.7%,-5.1%,0.0%,-2.6,-16.6,-13.2%
Cc1nc2ccccc2n1CCc1nc2c3ccccc3nc(=S)n2[nH]1,22.7%,0.9%,-13.5%,-15.6%,22.7%,-0.4%,-2.0,-2.3,-1.6%
CCC(C)C1C(C#N)=C(N)OC2=C1C(=O)CC(C)(C)C2 (configuration not stated),8.4%,-18.8%,2.3%,-17.9%,-18.6%,-3.2%,-4.7,-7.8,-4.5%
O=C(Nc1ccc(F)cc1)c1ccccc1F,-0.5%,6.8%,-6.9%,1.0%,-10.0%,1.1%,-1.1,nt,-3.4%
CCn1nc(NC(=O)c2ccncc2)c2cc3cccc(C)c3nc21,3.6%,3.0%,-1.0%,9.8%,3.6%,-0.8%,14.2,nt,2.4%
COc1cccc(C(=O)N(CN2CCCC2=O)c2cccc(Cl)c2)c1,13.7%,-6.2%,-0.1%,-17.6%,-0.6%,0.0%,-1.4,nt,-3.6%
Clc1ccc(C2=NCCN2)cc1,4.6%,11.2%,-10.2%,-12.7%,-13.4%,-19.3%,0.8,-13.5,-6.3%
COc1ccc(CNS(=O)(=O)c2cc3c4c(c2)C(C)C(=O)N4CCC3)cc1 (configuration not stated),5.3%,10.7%,4.4%,nt,29.3%,0.5%,0.6,1.4,-0.4%
CCOC(=O)N1CCN(S(=O)(=O)c2c(C)cc(C)cc2C)CC1,-12.8%,-1.5%,-19.9%,-1.7%[9.22 µM],-34.1%,-0.8%,-3.1,-1.0,-4.4%
Cc1nnc(NC(=O)c2ccc(Br)o2)s1,-23.3%,13.9%,-11.6%,-2.6%,-27.5%,3.0%,-0.1,-2.9,-10.8%

# An excerpt from above, limited to WRN inhibitor:
mol | WRN inhibitor
COc1cccc(C(=O)N(CN2CCCC2=O)c2cccc(Cl)c2)c1 | -0.1%
O=C(Nc1ccc(F)cc1)c1ccccc1F | -6.9%
CCOC(=O)N1CCN(S(=O)(=O)c2c(C)cc(C)cc2C)CC1 | -19.9%
COc1ccc(CNS(=O)(=O)c2cc3c4c(c2)C(C)C(=O)N4CCC3)cc1 (configuration not stated) | 4.4%
